Screening results deposited in PubChem BioAssay by several laboratories.
phage Ecoli inh: growth loss of phage-infected E. coli, primary screen, RecBCD inhibitor project, absorbance, with phage, HTS; 0.26% of 360,000 active; inhibition, % at 11.9 µM; AID 651602, 2012; in the data active = inhibition above about 11%
Mot1-301 SUMO: yeast Mot1-301 growth rescue at high temperature, primary screen, SUMOylation pathway inhibitor project, S. cerevisiae, ATP luminescence, 38.5C | S. cerevisiae Mot1-301 growth rescue; percent above DMSO median, 100 means doubled | AID 2716, 2010 | 1% of 320,000 active | growth rescue, % at 18.8 µM;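 active = every valid replicate shows activation above 250% relative to neutral control wells; inactive = the rest, any valid replicate at or below 250%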;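 also: OY570 slx delta 5 strain wells were the positive control but not used for scaling; some compounds called inactive have numbers as strong as hits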
DSG3 Ab inh: inhibitors of pemphigus antibody binding to DSG3, primary screen, biochemical, bead-based, flow cytometry, scFv-GFP. Desmoglein-3 (Homo sapiens), P32926. DSG3-coupled beads, scFv-anti-DSG3-GFP binding; active compounds read low. binding (percent of control), % at 10 µM. 0.48% of 310,000 active. AID 588358, 2011;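 active = binding more than 3 SD below its plate's average and above zero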;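 also: hits lower antibody fragment binding to DSG3; some compounds called inactive have numbers as strong as hits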
HTR5A inv ctr: HTR5A inverse agonists in luminescence cell assay, primary screen, counter-screen for OPRM1-OPRD1 heterodimer inverse agonist project, full-deck HTS | 5-hydroxytryptamine receptor 5A (Homo sapiens), P47898 | HTR5A cell line, inverse agonism | inhibition, % at 9.3 µM | 0.083% of 340,000 active; in the data active = inhibition mostly above about 23%, no sharp cut-off; inactive = mostly below about 18%;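 also: 0% = cells with DMSO and 100% = no-cell wells with DMSO; some compounds called inactive have numbers as strong as hits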
Target sequence (P47898 whole entry, looked up): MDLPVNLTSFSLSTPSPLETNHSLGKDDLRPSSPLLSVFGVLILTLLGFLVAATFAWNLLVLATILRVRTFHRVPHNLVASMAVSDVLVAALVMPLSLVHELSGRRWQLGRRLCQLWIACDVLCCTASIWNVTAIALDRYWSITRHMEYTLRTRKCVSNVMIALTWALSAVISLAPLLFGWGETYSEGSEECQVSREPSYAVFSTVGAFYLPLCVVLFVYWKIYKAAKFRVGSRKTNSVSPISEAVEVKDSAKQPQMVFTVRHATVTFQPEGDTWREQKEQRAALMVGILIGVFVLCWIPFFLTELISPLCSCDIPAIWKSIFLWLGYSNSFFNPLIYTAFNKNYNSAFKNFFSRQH
MOR-DOR inv ag: inverse agonists of MOR-DOR heterodimerization, primary screen, cell-based, luminescence; Mu-type opioid receptor (Homo sapiens) + Delta-type opioid receptor (Homo sapiens), …; 0.21% of 340,000 active; inhibition, % at 9.3 µM; cell-based MOR-DOR heterodimer luminescence, inverse agonism; in the data active = inhibition above about 22%, passing the limit was not always enough;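 also: 0% = cells with DMSO and 100% = wells without cells with DMSO; values of inactives mirror those of a sister screen read the other way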
AddAB inh: growth inhibition of E. coli expressing H. pylori AddAB, primary screen, AddAB inhibitor project, absorbance; inhibition, % at 11.9 µM; 0.29% of 330,000 active; in the data active = inhibition above about 12%;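 also: 0% = vehicle wells of infected cells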
E coli growth: E. coli V3065 growth inhibition, primary screen, counter-screen for AddAB inhibitor project, absorbance, OD600. 18 h. inhibition, % at 11.9 µM. 0.27% of 330,000 active. AID 449728, 2010;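 active = inhibition above the campaign's mean inhibition across all tested compounds plus 3 SD, cut at about 9.9% in these data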;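 also: uninfected addAB+ strain grown without phage in ampicillin broth; 0% = DMSO wells and 100% = ciprofloxacin 0.95 µg/ml wells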
HTR5A ag ctr: HTR5A agonists in luminescence cell assay, primary screen, counter-screen for OPRM1-OPRD1 heterodimer agonist project, full-deck HTS. activation, % at 9.3 µM. AID 504692, 2011. 0.61% of 340,000 active. 5-hydroxytryptamine receptor 5A (Homo sapiens), P47898. cell-based; in the data active = activation mostly above about 9.5%, no sharp cut-off; inactive = mostly below about 7.6%;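 also: 0% = cells with vehicle only and 100% = reference agonist; strong numbers were not always called active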
PfHsp90 set2: growth inhibition of PfHsp90-expressing yeast, primary screen, antimalarial PfHsp90 inhibitor project, S. cerevisiae, BacTiter-Glo luminescence, single point, set 2; 0.32% of 310,000 active; AID 504621, 2011; inhibition, % at 9.4 µM; BacTiter-Glo ATP, 48 h; yeast lacking PDR1 and PDR3 efflux regulators;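 active = every replicate shows inhibition above about 80%, whatever the replicate mean, limit read from the data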;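 also: 0% = DMSO neutral controls and 100% = 20 µM radicicol positive controls; yeast relying on Plasmodium falciparum Hsp90 in place of its own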
MOR-DOR ag: agonists of OPRM1-OPRD1 heterodimerization, primary screen, cell-based, luminescence; cells; activation, % at 9.3 µM; 0.3% of 340,000 active; AID 504326, 2011; in the data active = activation above about 18%;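 also: 0% = vehicle-treated cells and 100% = reference agonist; values of inactives mirror those of a sister screen read the other way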
PKA-R1A act: activators of PKA-R1A holoenzyme, primary screen, biochemical, fluorescence polarization, Cy5-IP20, bovine R1A, mouse PKAc; cAMP-dependent protein kinase type I-alpha regulatory subunit (Bos taurus) + …; PKA-R1A dissociation; scaled: DMSO 0%, 113 µM cGMP 100%; activation, % at 11.4 µM; 0.083% of 340,000 active;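 active = percent activation above the mean of all tested compounds plus 3 SD, cut at about 19% in these data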;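 also: higher means more PKAc released from R1A so a rise in polarization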
Numbers without * were called inactive; · = no result given.

Structure	DSG3 Ab inh	HTR5A ag ctr	PfHsp90 set2	MOR-DOR inv ag	AddAB inh	Mot1-301 SUMO	PKA-R1A act	HTR5A inv ctr	MOR-DOR ag	E coli growth	phage Ecoli inh
O=C(COC(=O)Cn1cnc2ccccc2c1=O)Nc1ccc(Cl)c(C(F)(F)F)c1	103	-3	3	-22	-2.1	-10	-2	7	3.0	-0.4	2.2
O=C(c1cc(COc2cccc(C(F)(F)F)c2)on1)N1CCC(c2ccncc2)CC1	92	2	11	-2	2.0	298	2	5	0.4	3.0	1.7
CN(Cc1cnccn1)Cc1nc(Cc2cccc(F)c2)no1	99	0	-19	2	1.7	6	-2	0	-0.5	-0.2	0.8
CCC(C)(C)C(=O)Nc1ccc(C(N)=O)cc1	·	5	-3	9	4.5	4	0	-12	-2.3	0.4	1.6
O=Cc1cccn1-c1c(C(=O)O)cnn1-c1ccccc1	103	6	1	11	-2.1	17	-11	-14	-2.2	1.8	-0.6
COC(=O)c1ccccc1OCc1cccc(C)n1	102	1	-6	-2	-3.4	88	6	-5	0.4	-2.3	2.7
O=C(OCC(=O)N1CCCc2ccccc21)c1cc(S(=O)(=O)N2CCOCC2)ccc1O	108	-3	23	7	0.8	-5	-2	4	-1.8	0.2	-0.6
CCOc1ccc(C(=O)N[C@H](C(=O)O)C(C)C)cc1	96	-3	-11	9	-0.6	3	-4	0	-1.5	-0.8	1.1
COCC1CCN(C(=O)C2CCC(=O)N(CCc3cccc(F)c3)C2)CC1 (stereo not given)	106	0	1	3	-0.3	17	-2	-1	-0.5	-0.9	1.0
O=C(c1cccs1)N1CCN(Cc2cccnc2)CC1	96	1	5	5	1.7	-15	-5	-2	-1.0	3.5	0.5
CC(=O)c1cccc(NC(=O)C2C(c3ccccc3)C2(Cl)Cl)c1 (stereo not given)	104	4	5	-28	2.4	1	3	-11	5.3	-1.1	5.0
O=C(Nc1ccc(Cl)cn1)c1cccnc1	95	1	-3	6	1.1	7	-15	-2	-1.1	2.4	2.7
CS(=O)(=O)c1ccc(C(=O)N2CCN(C(=O)c3ccco3)CC2)cc1	99	1	-32	7	·	·	-1	-11	-1.1	·	2.1
O=C(NCCCN1CCOCC1)c1ccc(Cl)cc1[N+](=O)[O-]	97	-3	1	-7	2.5	-7	8	7	1.6	0.2	2.7
O=C(OCc1ccccc1Cl)c1cccnc1Cl	124	-1	·	-26	-0.9	68	12	-20	4.5	-1.5	2.2
COc1ccc(S(=O)(=O)NC2CCCCCC2)c(OC)c1	119	-5	20	-1	-1.4	-2	-6	10	0.2	1.4	1.0
COc1ccc(NC(=S)N2CCN(c3ccccn3)CC2)cc1OC	114	0	-4	13	3.1	3	-12	-1	-2.5	1.7	3.2
Cc1ccc(C)c2nc3sc(C(=O)N4CCOCC4)c(N)c3cc12	110	2	15	2	1.9	0	-14	-6	-0.3	-1.7	4.6
CCNC(=S)NNC(=O)C1CCN(Cc2ccccc2)CC1	115	0	·	3	5.2	699	-10	0	-0.5	0.2	1.5
COc1ccc(-c2cc3c(=O)n(CC(=O)Nc4ccc(Cl)cc4)nc(C)n3n2)cc1	100	-1	-14	17	2.4	7	-2	-12	-3.3	0.6	5.8
CC(C)CC(C(=O)NCC1CCCO1)N(C(=O)Cn1nnc(-c2ccc(F)cc2)n1)c1cccc(C(F)(F)F)c1 (stereo not given)	105	-2	·	1	2.1	2	5	4	-0.3	-0.1	4.7
O=C1NC(=O)/C(=C\c2ccc(Oc3ccc([N+](=O)[O-])cn3)cc2)S1	104	6	-36	-17	2.2	7	11	-16	2.8	0.3	1.8
COC(=O)c1ccc(C(=O)OC)c(NC(=O)CSCc2ccc(Br)cc2)c1	99	0	6	-2	1.3	-7	-11	9	0.3	1.3	-1.4
O=C(Nc1ccc(Cl)c(Cl)c1)N1CCOCC1	104	-2	-4	17	·	175	7	6	-3.5	·	3.0
CCOC(=O)c1cn(Cc2cccc(C)c2)nn1	122	3	-18	3	3.4	392	-15	-9	-0.6	1.2	2.8
CC(=O)Nc1ccc(Oc2ccc([N+](=O)[O-])cc2Cl)cc1	108	1	-60	2	-1.1	-13	0	-4	-0.5	-0.9	3.1
Cc1snc(SCc2ccc(Cl)cc2)c1C#N	95	4	9	-1	-1.3	32	-12	-15	0.3	-1.5	3.3
COc1ccc(NS(=O)(=O)c2cccc(NC(=O)COc3ccc(OC)cc3)c2)cc1	100	6	8	7	2.1	-8	-15	-18	-1.2	1.0	3.1
CCOc1ccc(N2C(=O)C(C)CNC2=S)cc1 (stereo not given)	109	4	-7	18	·	·	-2	-17	-4.1	·	2.7
Cc1ccccc1-n1c(SCC(=O)N2CCCCC2)nc(O)cc1=O	·	5	-21	3	·	-14	-7	-21	-0.8	·	1.4
COC(=O)C1=CN(c2cc(C)cc(C)c2)C=C(C(=O)OC)C1c1cccc(F)c1	111	3	15	-18	3.4	2	-11	2	3.3	0.2	0.2
COC(=O)c1c(-c2ccc(OC)cc2)oc2ccc(-c3ccc(OC)nc3)cc12	98	-5	23	19	4.4	-14	8	-20	-3.6	0.0	6.2
c1cncc(CNc2cccc(-c3nc4ccccc4[nH]3)c2)c1	84	-5	18	4	1.6	-12	-18	12	-0.5	-0.3	4.8
Cc1cc(OCC(=O)N2CCN(c3ccccc3)CC2)c2c(C)c(C)c(=O)oc2c1	92	2	-12	17	2.2	-23	9	7	-3.3	-1.6	0.2
CCN(CC)S(=O)(=O)c1ccc(NC(=S)NC(=O)CC(C)C)cc1	·	-4	-8	-9	1.5	-11	8	23	1.7	-1.6	2.2
CC1(C)Nc2ccccc2N(CCC(=O)N2CCOCC2)C1=O	109	0	3	1	6.6	4	4	15	-0.2	-1.1	-0.6
CN1CC(=O)N(CC(=O)Nc2cccc3ccccc23)C1=O	·	3	-22	5	1.7	-3	1	-7	-1.2	0.3	1.5
O=C(Nc1nnc(S(=O)(=O)N2CCOCC2)s1)c1ccccc1Cl	95	2	29	2	0.7	9	-1	-7	-0.3	-0.4	2.9
CN(Cc1ccccc1)C(=O)C1CCCN1S(=O)(=O)c1ccc(Cl)cc1 (stereo not given)	·	3	15	7	2.3	72	2	-7	-1.9	0.7	0.5
Cc1ccc(Nc2cc(-n3cccn3)ncn2)c(C)c1	92	2	-65	9	-1.4	4	-2	-5	-1.5	-2.0	2.3
CCCCNC(=O)NCc1cnn(C)c1C	96	2	26	4	0.0	-16	-6	-8	-0.5	-2.8	3.2
Cn1c(=O)c(Oc2ccc(Cl)cc2)c(O)c2ccccc21	103	6	5	-12	2.8	154	-7	-15	1.6	-1.2	2.2
CCCCCN(C(=O)CCC(=O)OCC(=O)N(C)c1ccccc1)c1c(N)n(CCCC)c(=O)[nH]c1=O	104	-2	-18	8	0.5	1	9	6	-1.3	1.3	1.6
C=CCSc1nc2sc3c(c2c(=O)n1-c1ccccc1)CCN(C)C3	109	2	-24	27	-2.1	-20	-5	-6	-6.0	-2.5	0.9
O=C(C1CCN(Cc2nc(-c3ccc(Cl)cc3)no2)CC1)N1CCOCC1	84	0	11	-2	-0.3	176	-16	0	0.4	-1.7	1.2
Cc1ccc(S(=O)(=O)c2c(C)nn(-c3ccccc3)c2OC(=O)c2ccc(Br)o2)cc1	108	1	8	11	0.3	1	-10	13	-2.1	-3.3	2.1
CC(=O)c1cc(C#N)c(Oc2ccc(F)cc2)nc1C	·	4	-35	11	3.7	104	-11	0	-2.4	1.0	1.7
O=[N+]([O-])c1cccc(-c2ncc3ccccn23)c1	113	-1	·	9	0.8	5	-10	-34	-1.8	-0.2	2.2
O=C(Cn1cnc2c(nnn2Cc2ccccc2)c1=O)NCc1ccccc1Cl	93	-1	-4	10	0.6	-5	3	-16	-1.9	2.3	2.3
COc1ccc(C(=O)OC(COc2ccccc2)Cn2ccnc2)cc1 (stereo not given)	107	5	10	18	2.0	643	-4	-2	-4.2	0.5	-0.2
CC(=O)Nc1cccc(C(=O)/C=C/c2ccc(N(C)C)cc2)c1	·	9	25	-4	1.3	-13	-4	6	0.7	-2.6	2.0
OC1CSc2nc3ccccc3n2C1 (stereo not given)	102	-2	2	8	1.1	6	1	7	-1.5	3.3	2.6
CCOC(=O)C(Cc1ccnc2ccccc12)=NO	115	2	-21	12	·	·	-8	-6	-2.5	·	3.3
CCCCc1cc(=O)oc2cc(C)cc(OCC(=O)NCc3cccnc3)c12	·	0	33	19	0.9	1	-7	4	-3.7	3.3	1.3
CC(C)C(NS(=O)(=O)c1ccc2c3c(cccc13)C(=O)N2)C(=O)O (stereo not given)	·	7	-7	16	3.1	1	-3	-18	-2.9	-0.3	1.5
COc1ccc(O)c(C(=O)/C=C/c2cc3ccccc3o2)c1	104	3	1	-18	0.6	36	5	-3	3.0	0.7	3.1
CCCCC1CC(/C(C)=N/NC(N)=O)OC1=O (stereo not given)	104	0	14	15	3.8	0	-5	-2	-3.4	1.1	-1.4
Cc1ccc(NC(=O)C2CCCN(C(=O)NCc3ccccc3)C2)c(C)c1 (stereo not given)	·	5	-79	2	1.7	-5	-2	-14	-0.3	-1.8	1.4
CC1CCC2(CC1)NC(=O)N(CC(=O)Nc1ccc3c(c1)CCC3)C2=O (stereo not given)	97	-2	-3	13	-0.8	-4	-1	5	-2.6	-3.1	0.5
CC(=O)Nc1cc(C(=O)NCc2ccco2)ccc1Sc1ccc(F)cc1	100	0	14	8	3.0	29	-9	-20	-1.6	-0.3	3.9
CCCN(CC(=O)Nc1ccccc1OC)C(=O)c1ccc2c(c1)NC(=O)C(C)S2 (stereo not given)	·	-7	12	7	1.8	11	-12	17	-1.6	-0.7	-0.1
CCOC(=O)C1C(=O)NCC1c1ccccc1 (stereo not given)	104	6	14	-7	3.1	3	-9	-15	1.1	-1.8	-0.1
